# Source: PubChem (several laboratories)
# NPR2 activator: human GC-B receptor activators, primary screen, HEK293 GC-B cells, cGMP TR-FRET, EC30 CNP. Atrial natriuretic peptide receptor 2 (Homo sapiens), P20594. 0% at EC30 CNP, 100% saturating CNP. activation, % at 10 µM. 0.11% of 370,000 active. AID 1920062, 2024;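 active = activation at 10 µM reaching about 35% in either raw or pattern-adjusted values, limit read from the data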
# SIAE inh: human SIAE inhibitors, primary screen, biochemical, fluorescence polarization, FP-Rh probe, 1536-well HTS; AID 1053197, 2014; 0.69% of 370,000 active; inhibition, % at 9.66 µM; SIAE FP-Rh probe binding; Sialate O-acetylesterase (Homo sapiens), Q9HAT2;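 active = inhibition above a cutoff: mean of compounds within the control limits plus 3 SD of those, cut at about 17% in these data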;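 note: 0% = plate median of compound wells and 100% = probe without SIAE protein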
# rCAG binder: binders of r(CAG) RNA repeats, primary screen, biochemical, fluorescence. r(CAG) RNA repeat, TO-PRO-1 dye displacement fluorescence. inhibition, % at 3 µM. 1.3% of 370,000 active;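 active = inhibition above the plate cutoff, the mean of all test compounds on that plate plus 3 SD, cut at about 35% in these data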;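 note: 0% = DMSO alone and 100% = 100 µM mitoxantrone as full dye displacement; higher means more dye released from RNA so lower well fluorescence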
# HTRA1 inh: HTRA1 serine protease inhibitors, primary screen, biochemical, fluorescence polarization, HTS; 0.5% of 340,000 active; inhibition, % at 5.96 µM; recombinant HTRA1, FP-rhodamine activity-based probe; AID 504803, 2011; Q92743; in the data active = inhibition above about 36%;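 note: 0% = enzyme with DMSO and 100% = wells lacking enzyme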
# TCR-CD3 inh: inhibitors of human TCR-CD3 interaction, primary screen, biochemical, fluorescence, TAMRA-labeled TCR probe. inhibition, % at 9.4 µM. 0.37% of 360,000 active; in the data active = inhibition above about 19%;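 note: recombinant mutant TCR 2C K166C tagged with TAMRA read by polarization; 0% = receptor in buffer alone and 100% = receptor with positive control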
# NPR1 activator: GC-A stimulated cGMP production enhancers – HEK293 GC-A cells, cGMP TR-FRET, EC30 ANP, primary screen. 0% at EC30 ANP, 100% saturating ANP. 0.14% of 370,000 active. activation, % at 10 µM. AID 1671463, 2021; in the data active = activation above about 40%
# Target sequence (P16066 whole entry, looked up): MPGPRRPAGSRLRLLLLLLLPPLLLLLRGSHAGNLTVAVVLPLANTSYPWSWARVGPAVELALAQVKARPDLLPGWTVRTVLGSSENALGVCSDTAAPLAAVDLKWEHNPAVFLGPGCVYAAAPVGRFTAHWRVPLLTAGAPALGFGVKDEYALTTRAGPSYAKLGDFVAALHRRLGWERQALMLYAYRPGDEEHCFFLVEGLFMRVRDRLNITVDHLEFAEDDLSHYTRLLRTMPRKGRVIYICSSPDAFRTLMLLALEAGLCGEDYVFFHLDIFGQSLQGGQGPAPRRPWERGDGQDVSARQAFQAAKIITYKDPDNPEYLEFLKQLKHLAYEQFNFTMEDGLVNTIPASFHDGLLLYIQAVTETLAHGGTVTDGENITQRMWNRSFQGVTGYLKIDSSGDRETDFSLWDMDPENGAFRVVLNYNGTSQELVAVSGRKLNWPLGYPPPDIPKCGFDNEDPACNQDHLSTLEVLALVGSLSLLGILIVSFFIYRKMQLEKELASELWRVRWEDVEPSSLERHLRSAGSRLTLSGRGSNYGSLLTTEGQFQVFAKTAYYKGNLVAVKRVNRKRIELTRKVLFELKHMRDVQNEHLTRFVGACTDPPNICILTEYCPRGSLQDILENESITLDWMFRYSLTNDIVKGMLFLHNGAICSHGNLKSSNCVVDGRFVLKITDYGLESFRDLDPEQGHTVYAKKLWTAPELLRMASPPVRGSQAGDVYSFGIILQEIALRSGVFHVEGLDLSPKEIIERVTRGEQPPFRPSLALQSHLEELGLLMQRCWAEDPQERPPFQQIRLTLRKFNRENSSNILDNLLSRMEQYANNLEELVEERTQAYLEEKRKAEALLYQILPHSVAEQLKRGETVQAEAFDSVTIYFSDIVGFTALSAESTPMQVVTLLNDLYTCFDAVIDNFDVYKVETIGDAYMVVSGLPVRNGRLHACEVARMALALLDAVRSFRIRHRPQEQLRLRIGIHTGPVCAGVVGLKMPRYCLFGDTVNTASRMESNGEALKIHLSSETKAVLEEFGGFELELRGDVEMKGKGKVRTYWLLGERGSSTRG
# mABHD4 FP: ABHD4 inhibitors, primary screen, biochemical, fluorescence polarization, mouse; inhibition, % at 8.92 µM; 0.54% of 370,000 active; AID 720543, 2013; (Lyso)-N-acylphosphatidylethanolamine lipase (Mus musculus), Q8VD66; purified mABHD4, FP-Rh probe fluorescence polarization;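 active = inhibition exceeding the mean over every tested compound plus 3 SD, cut at about 30% in these data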;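 note: 0% = plate median of compound wells and 100% = S159A mutant with DMSO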
#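 Assay system: mouse ABHD4 enzyme, wild type / Also added: fluorescent activity-based probe FP-Rh / Doses: single nominal dose of 8.92 µM, 0.89% DMSO final / Timing: 45 min compound pre-incubation plus 60 min probe step, 25 °C / Signal: FP readout, ex 525 nm / em 598 nm / Control set: S159A mutant/DMSO as 100%, compound-well median as 0%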
# MBD2 DNA inh: inhibitors of MBD2 binding to methylated DNA, primary screen, biochemical, TR-FRET, DNA-binding domain, human; 0.31% of 370,000 active; inhibition, % at 4.4 µM; MBD2 binding to methylated oligonucleotide; in the data active = inhibition above about 13%
# PRMT1 FP inh: PRMT1 methyltransferase inhibitors, primary screen, biochemical, fluorescence polarization; recombinant PRMT1, activity-based probe fluorescence polarization; inhibition, % at 2.79 µM; 1.3% of 370,000 active; AID 652257, 2013;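 active = inhibition above about 21% made by adding two undisclosed values, limit read from the data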
# UHRF1 binding: UHRF1 methylated DNA binding inhibitors, primary screen, counter-screen for MBD2 inhibitor project, biochemical, TR-FRET, human UHRF1, single concentration; UHRF1 binding to methylated oligo; 0.75% of 370,000 active; inhibition, % at 4.4 µM; E3 ubiquitin-protein ligase UHRF1 (Homo sapiens), Q96T88; in the data active = inhibition above about 21%;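 note: UHRF1 SRA domain binding a hemimethylated CpG hairpin DNA probe; 0% = median of test compound wells and 100% = reference inhibitor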
# * marks the source's active call; other numbers are inactive results; x = not tested or not shown. This is a subset; count on the stated rates, not on these rows.
SMILES,NPR2 activator,SIAE inh,rCAG binder,HTRA1 inh,TCR-CD3 inh,NPR1 activator,mABHD4 FP,MBD2 DNA inh,PRMT1 FP inh,UHRF1 binding
Cc1ccc(S(=O)(=O)NCC2CCCO2)cc1[N+](=O)[O-] (stereo not given),3,-1,-4,2,4,3,-2,-1,0,1
Cn1nc(NC(=O)CC(C)(C)CC(=O)O)c2ccccc21,4,-3,0,x,-9,-1,-3,0,5,5
O=C1NC(Cc2ccccc2)c2nc3cc(Cl)ccc3c(=O)n2-c2cc(Cl)ccc21 (stereo not given),-2,-16,7,x,-2,1,-8,5,1,8
Cc1ccccc1CN1CCN(S(=O)(=O)c2cccs2)CC1,2,-5,-4,-1,-1,-1,-3,2,-1,-1
CCCOC(=O)c1ccc(Oc2cn[nH]c2-c2ccc(OC)cc2O)cc1,6,-11,13,-1,-4,11,-16,0,-2,3
O=C(COC(=O)[C@H](Cc1ccccc1)NC(=O)c1cccs1)Nc1cc(F)ccc1F,-4,-5,-3,-20,-12,-4,-34,2,-2,1
O=C(NCc1ccco1)c1ccccc1-c1ccccc1,5,4,1,3,-2,1,-2,3,0,-3
CC(=O)Nc1ccc2c(COC(=O)CC3Sc4ccccc4NC3=O)cc(=O)oc2c1 (stereo not given),-3,-4,10,-1,9,1,-4,6,6,15
N#Cc1ccc(OCC(=O)N2CCN(C(=O)c3ccco3)CC2)cc1,-1,1,5,-1,5,1,1,1,2,0
CCn1cc(Br)c(C(=O)Nc2cccc(Cl)c2)n1,-11,-1,2,-15,2,1,-7,-1,-3,-2
CCOc1ccc(N/C=C/C(=O)c2ccccc2)c([N+](=O)[O-])c1,-4,2,3,-2,0,2,15,-10,5,-4
O=S(=O)(c1ccccc1)n1ccc2ccccc21,5,0,1,-10,7,-2,-5,0,-4,-2
CC(C)Sc1nc2ccc(Br)cc2[nH]1,2,-4,0,-14,-2,0,-7,0,9,10
COc1cc2c(cc1OC)C(C)N(C(=O)CCN1C(=O)C3C4C=CC(C4)C3C1=O)CC2 (stereo not given),8,6,-8,4,2,-2,4,4,0,0
COCCCNc1nc(SCc2ccccc2)nc2sc3c(c12)CCC3,16,11,11,-16,5,9,2,-4,2,0
O=C(Nc1nc2ccccc2[nH]1)C12CC3CC(CC(C3)C1)C2,1,18*,-3,-8,2,3,7,2,-1,-1
O=C(C(=NNc1ccccc1)c1ccccc1)c1ccccc1,3,-2,2,-39,8,-1,-17,-4,-1,0
Cc1ccc(N2C(=O)c3ccccc3C(C)(C)C2=O)cc1,3,5,-5,-7,3,0,-3,-2,-4,-2
CN(C)c1ncnc2c1NC1=C(S2)C(=NCCCC(=O)O)CC(C)(C)C1,5,2,0,0,5,-6,7,-2,17,-7
CC(C(=O)O)c1ccc(N2Cc3ccccc3C2=O)cc1 (stereo not given),0,5,2,1,6,2,-4,-2,-3,-3
COC(=O)c1c(N)c(C#N)c(C)n1-c1ccccc1,-9,7,-4,-3,4,1,-2,-1,2,-2
CCOC(=O)c1ccc(Nc2nc(C)cc(C)n2)cc1,-3,-4,-1,9,-2,4,-8,4,-3,-3
COC(=O)[C@]12C[C@H](CC(=O)NCc3cccs3)C(=O)N(Cc3ccco3)C1=C[C@H](COCc1ccccc1)O[C@@H]2C,3,4,4,x,x,-2,6,2,5,0
COc1ccc(NC(=O)[C@@H]2CC=C[C@@H]3CCN(C4CCCCC4)C(=O)[C@@H]32)cc1,-2,6,-5,-7,2,1,3,64*,0,-2
COC(=O)N/N=C\c1cc2c(cc1Br)OCO2,-7,1,-2,4,12,0,1,0,-4,-2

# A different layout for part of the listing above.
structure | NPR2 activator | SIAE inh | rCAG binder | HTRA1 inh | TCR-CD3 inh | NPR1 activator | mABHD4 FP | MBD2 DNA inh | PRMT1 FP inh | UHRF1 binding
N#Cc1ccc(OCC(=O)N2CCN(C(=O)c3ccco3)CC2)cc1 | -1 | 1 | 5 | -1 | 5 | 1 | 1 | 1 | 2 | 0
CCn1cc(Br)c(C(=O)Nc2cccc(Cl)c2)n1 | -11 | -1 | 2 | -15 | 2 | 1 | -7 | -1 | -3 | -2
CCOc1ccc(N/C=C/C(=O)c2ccccc2)c([N+](=O)[O-])c1 | -4 | 2 | 3 | -2 | 0 | 2 | 15 | -10 | 5 | -4
O=S(=O)(c1ccccc1)n1ccc2ccccc21 | 5 | 0 | 1 | -10 | 7 | -2 | -5 | 0 | -4 | -2
CC(C)Sc1nc2ccc(Br)cc2[nH]1 | 2 | -4 | 0 | -14 | -2 | 0 | -7 | 0 | 9 | 10
COc1cc2c(cc1OC)C(C)N(C(=O)CCN1C(=O)C3C4C=CC(C4)C3C1=O)CC2 (stereo not given) | 8 | 6 | -8 | 4 | 2 | -2 | 4 | 4 | 0 | 0
COCCCNc1nc(SCc2ccccc2)nc2sc3c(c12)CCC3 | 16 | 11 | 11 | -16 | 5 | 9 | 2 | -4 | 2 | 0
O=C(Nc1nc2ccccc2[nH]1)C12CC3CC(CC(C3)C1)C2 | 1 | 18* | -3 | -8 | 2 | 3 | 7 | 2 | -1 | -1
O=C(C(=NNc1ccccc1)c1ccccc1)c1ccccc1 | 3 | -2 | 2 | -39 | 8 | -1 | -17 | -4 | -1 | 0
Cc1ccc(N2C(=O)c3ccccc3C(C)(C)C2=O)cc1 | 3 | 5 | -5 | -7 | 3 | 0 | -3 | -2 | -4 | -2
CN(C)c1ncnc2c1NC1=C(S2)C(=NCCCC(=O)O)CC(C)(C)C1 | 5 | 2 | 0 | 0 | 5 | -6 | 7 | -2 | 17 | -7
CC(C(=O)O)c1ccc(N2Cc3ccccc3C2=O)cc1 (stereo not given) | 0 | 5 | 2 | 1 | 6 | 2 | -4 | -2 | -3 | -3
COC(=O)c1c(N)c(C#N)c(C)n1-c1ccccc1 | -9 | 7 | -4 | -3 | 4 | 1 | -2 | -1 | 2 | -2
CCOC(=O)c1ccc(Nc2nc(C)cc(C)n2)cc1 | -3 | -4 | -1 | 9 | -2 | 4 | -8 | 4 | -3 | -3
COC(=O)[C@]12C[C@H](CC(=O)NCc3cccs3)C(=O)N(Cc3ccco3)C1=C[C@H](COCc1ccccc1)O[C@@H]2C | 3 | 4 | 4 | x | x | -2 | 6 | 2 | 5 | 0
COc1ccc(NC(=O)[C@@H]2CC=C[C@@H]3CCN(C4CCCCC4)C(=O)[C@@H]32)cc1 | -2 | 6 | -5 | -7 | 2 | 1 | 3 | 64* | 0 | -2
COC(=O)N/N=C\c1cc2c(cc1Br)OCO2 | -7 | 1 | -2 | 4 | 12 | 0 | 1 | 0 | -4 | -2

# Ordered by the number under SIAE inh (high to low): some entries from above.
smiles	SIAE inh
CC(C(=O)O)c1ccc(N2Cc3ccccc3C2=O)cc1 (stereo not given)	5
Cn1nc(NC(=O)CC(C)(C)CC(=O)O)c2ccccc21	-3
O=C1NC(Cc2ccccc2)c2nc3cc(Cl)ccc3c(=O)n2-c2cc(Cl)ccc21 (stereo not given)	-16

# Next section
SMILES,NPR2 activator,SIAE inh,rCAG binder,HTRA1 inh,TCR-CD3 inh,NPR1 activator,mABHD4 FP,MBD2 DNA inh,PRMT1 FP inh,UHRF1 binding
N=c1ccn(Cc2c(Cl)cccc2Cl)cc1,3,4,5,6,-5,-1,1,2,-1,6
CCCCNC(=O)C(NC(=O)c1ccc2c(c1)OCO2)C(=O)c1ccccc1 (stereo not given),4,4,2,x,0,1,2,2,1,1
CCN1CCN(CCCNC(=O)CNC(=O)c2nn(-c3ccc(OC)cc3OC)c(=O)c3ccccc23)CC1,0,-2,3,3,-8,-3,-14,-1,-5,4
CCC/C(C)=N\Nc1nc2c(c(=O)n(C)c(=O)n2C)n1C,-2,2,4,x,-2,-3,2,-1,1,1
Nc1ccccc1SCc1ccccc1Cl,-1,-2,0,x,-12,1,-1,1,14,2
COc1ccc(C(O)P(=O)(O)CCc2ccccc2)cc1 (stereo not given),0,0,2,-1,2,-1,9,2,0,0
O=C(C[C@H]1CC[C@H](NC(=O)C2CCOCC2)[C@@H](CO)O1)NCc1ccncc1,-1,2,3,x,8,4,3,-7,0,0
Cc1cccc(NC2=NCC(=O)N2CCc2ccccc2)c1,4,0,0,-4,-6,1,-7,1,3,1
COc1ccccc1OCCOCCN1CCCC1,6,-5,-2,-2,3,4,12,9,2,3
CC(=O)c1cc2c(cc1NC(=O)c1cc(C)nn1-c1ccccc1)OCO2,3,6,1,1,4,-1,-4,0,-6,-1
CC12CCC(=O)N1C(C(=O)OCC(=O)Nc1cccc(S(=O)(=O)N3CCCCCC3)c1)CS2 (stereo not given),4,3,-3,-1,2,1,-3,-3,-4,-2
CCOc1ccc(-c2nc(C)sc2CC(=O)O)cc1,-2,-1,-1,4,-5,0,4,2,4,4
Cc1cc(C)n2cc(CSc3nnnn3-c3ccccc3)nc2n1,1,-7,0,2,-6,-1,-5,9,0,6
O=C(NCCc1c[nH]c2ccccc12)c1ccc([N+](=O)[O-])cc1,0,4,0,2,5,4,-3,0,3,1
CC(C)C(NC(=O)c1cccs1)C(=O)NC1CCCCC1 (stereo not given),2,7,-2,-1,2,0,-1,-3,-4,-1
Cc1ccc2c(c1)N(C(=O)CCC(=O)NCCCN1CC(C)CC(C)C1)CCO2 (stereo not given),-1,7,-1,-3,0,-5,-1,3,-4,-1
CCC(C)N(C(=O)COC(=O)c1[nH]c(C)c(C(C)=O)c1C)C1CCS(=O)(=O)C1 (stereo not given),1,-2,-7,2,-1,3,2,4,3,-2
Cc1nnc(SCC(=O)c2ccc(C(C)C)cc2)s1,1,5,-5,-4,-1,6,3,0,2,1
CC1=C(C)CC2C(C1)C(=O)c1ccc(Br)cc1S2(=O)=O (stereo not given),-10,2,-1,0,1,-5,-9,2,-3,16
COc1ccc(C)cc1NC(=O)C(OC(=O)C1CC1)c1ccccc1 (stereo not given),-15,-7,-1,4,9,-18,-8,1,-1,0
COc1ccc(NC(=O)[C@H](Cc2c[nH]c3ccccc23)NC(=O)[C@@H]2Cc3ccccc3CN2)cc1,-1,4,9,-17,-6,-3,1,-5,4,-1
CCS(=O)(=O)c1ccc2oc(Nc3ccc(C(C)(C)C)cc3)nc2c1,-1,-4,6,-33,0,-2,-40,2,-5,4
CCOc1ccc2nc(NCCNC(=O)Nc3cccc(C)c3)c(C#N)cc2c1,-6,-5,-1,-15,5,1,6,-1,1,1
COc1ccccc1CNc1nc(C)c(C(C)=O)s1,-1,2,-1,0,8,-2,3,-8,0,-3
CCCN1C2=NS(=O)(=O)CCN2c2ccccc21,6,4,0,2,8,5,6,1,-1,-2
Oc1ccc(/C=N/N2CCN(C3c4ccccc4-c4ccccc43)CC2)cc1O,-3,5,10,38*,13,-8,29,0,4,-1
Cc1ccc(NC(=O)c2nc[nH]c2C(=O)N[C@@H](C)C(=O)OC(C)(C)C)cc1,-2,-16,6,-38,-4,-3,-37,-1,1,5
CC(C)(C)[C@H]1CCC(=O)N([C@H](CSc2ccc(Br)cc2)Cc2ccccc2)CC1,-7,-6,2,8,7,-5,1,5,-3,-2
NC(=O)N/N=C/c1ccccc1OCC(=O)NCc1ccccc1,-4,12,-3,2,0,-4,3,-2,-3,-3
O=C(O)c1ccc(Nc2ncnc3c2cnn3Cc2ccccc2)cc1,5,-3,3,1,10,-2,-10,0,-2,-2
